From PubChem
GalR3 antagonist: GalR3 antagonists in HEK293 cells, primary screen, cell-based, fluorescence readout. HEK293 GalR3-CNG cAMP membrane potential fluorescence; galR3 body fused to GalR1 C-terminus. inhibition, % at 3 µM. hit rate 0.44% among 360,000. AID 651719, 2012;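 active = inhibition above the screen-wide average plus 3 SD, cut at about 13% in these data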;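 also: forskolin and galanin both at EC90 stimulate the cells; cAMP rise reported by CNG channel membrane potential dye signal; 0% = forskolin plus galanin with DMSO and 100% = forskolin alone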
Target sequence (O60755 1-299 limits assumed): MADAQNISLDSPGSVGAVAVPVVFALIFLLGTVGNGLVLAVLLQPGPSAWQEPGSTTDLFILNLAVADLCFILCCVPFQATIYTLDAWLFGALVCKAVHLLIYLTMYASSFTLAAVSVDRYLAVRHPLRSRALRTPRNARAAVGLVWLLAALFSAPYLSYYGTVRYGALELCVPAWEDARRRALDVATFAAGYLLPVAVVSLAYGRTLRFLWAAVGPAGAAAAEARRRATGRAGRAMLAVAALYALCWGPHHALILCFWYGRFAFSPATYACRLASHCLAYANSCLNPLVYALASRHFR
CRFR2-BP antag: antagonists of CRF-BP/CRF-R2 complex, primary screen, cell-based, HEK293, calcium dye fluorescence, uHTS | inhibition, % at 11.8 µM | CRF-induced calcium fluorescence | hit rate 0.59% among 350,000;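 active = inhibition of the ligand-induced calcium signal above about 50% at the single tested concentration, limit read from the data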
CRFR2-BP ag: agonists of CRF-BP/CRF-R2 complex, primary screen, cell-based, HEK293, calcium dye fluorescence, uHTS; CRF-binding protein / CRF receptor 2 complex (human); calcium dye fluorescence (FLIPR); percent of saturating CRF peptide response; activation, % at 13.2 µM; hit rate 0.46% among 350,000; AID 588473, 2011;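 active = activation of at least 50%, plus an integration ratio under a set limit after plate pattern correction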;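 also: plate controls were neutral control wells without compound for no effect and CRF at EC100 for full effect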
* hit, by the source's call.

Compound | GalR3 antagonist | CRFR2-BP antag | CRFR2-BP ag
Cc1ccc(O)c(Cc2cc(C)cc(Cc3cc(C)ccc3O)c2O)c1 | 0 | 3 | -1.9
O=C1OC=NC1=Cc1ccccc1 | -4 | -1 | -1.6
O=C(CCNS(=O)(=O)c1ccccc1C(F)(F)F)NCCCc1ccccc1 | -7 | 6 | -1.5
O=C1NC(=S)NC(=O)C1=Cc1ccccc1C(=O)O | -2 | -11 | -1.4
COc1ccccc1OCC(=O)NC1CCSc2ccccc21 (centres undefined) | -8 | 3 | -0.9
Cc1ccc(S(=O)(=O)N(C)C[C@H]2OCc3cnnn3CCCC(=O)N([C@@H](C)CO)C[C@H]2C)cc1 | -5 | -2 | -0.6
Cc1ccc(S(=O)(=O)CCC(=O)N2CCN(c3ccccc3O)CC2)cc1 | -7 | 6 | -0.2
Cc1ccc(NC(=O)COc2coc(CN3CCc4ccccc4C3)cc2=O)c(C)c1 | -2 | 15 | 0.1
COc1ccccc1NC(=O)COC(=O)c1c(C)nn(-c2ccccc2)c1C | -2 | -2 | 2.1
Cc1ccc(NC(=O)c2ccc(S(=O)(=O)N3CC(C)CC(C)C3)cc2)cc1S(=O)(=O)N1CCOCC1 (centres undefined) | -6 | -5 | 2.2
Cc1c(S(=O)(=O)N2CCCC2)c(=O)n(C)c(=O)n1C | -3 | 3 | -1.8
O=C(OCC(=O)N1CCC(Cc2ccccc2)CC1)c1ccccc1O | 3 | 17 | 6.6
COc1cc(SC)ccc1C(=O)OCC(=O)NCCC1=CCCCC1 | -5 | 16 | -2.4
O=c1c(O)c(-c2ccc(O)c(O)c2)oc2cc(O)ccc12 | 4 | -34 | 5.0
CCOC(=O)c1c(NC(=O)CSc2nnnn2-c2ccccc2OCC)sc2c1CC(C)(C)NC2(C)C | -6 | -17 | -1.2
COc1cccc(C(C)=NNc2ccc([N+](=O)[O-])cc2[N+](=O)[O-])c1OC | 0 | -10 | -4.2
O=C(COc1coc(CN2CCN(c3ccccc3)CC2)cc1=O)NCC1CCCO1 (centres undefined) | -5 | -2 | 0.3
CCC1(c2ccc(F)cc2)NC(=O)N(CC(=O)Nc2ccc3c(c2)OCCO3)C1=O (centres undefined) | -8 | -12 | 9.4
COC(=O)c1ccc(Cn2ccc(=O)[nH]c2=O)cc1 | -8 | -5 | 1.2
O=C(COC(=O)C12CC3CC(CC(Br)(C3)C1)C2)Nc1c(F)cccc1F | -2 | 5 | 0.3
Cc1ccc(OCC(=O)NNC(=O)c2ccc(-n3cncn3)c([N+](=O)[O-])c2)cc1 | -2 | 27 | -0.2
NC(=O)c1nccc2ccccc12 | -3 | 3 | 4.3
O=C1CCN(Cc2ccccc2)C=C1c1cccc(O)c1 | 3 | 2 | -1.0
Cn1cc(/C=C(\NC(=O)c2ccccc2)C(=O)NCCCn2ccnc2)c2ccccc21 | -2 | -18 | 6.1
O=C(COC(=O)c1ccc([N+](=O)[O-])cc1)NCCC1=CCCCC1 | -8 | 13 | -0.6
C[C@H]1CN([C@@H](C)CO)C(=O)c2cc(NC(=O)Cc3ccccc3)ccc2O[C@H]1CN(C)Cc1ccccc1 | -1 | -1 | -1.0
CS(=O)(=O)Nc1ccccc1C(=O)OCC(=O)NCc1cccs1 | -5 | 1 | 0.8
Cc1ccc(S(=O)(=O)N(C)C[C@H]2Oc3cc(Br)ccc3S(=O)(=O)N([C@H](C)CO)C[C@H]2C)cc1 | -5 | -12 | 0.7
C[C@@H]1CCCCO[C@H](CN(C)Cc2ccc(C(F)(F)F)cc2)[C@H](C)CN([C@@H](C)CO)C(=O)c2cc(NC(=O)Cc3ccccc3)ccc2O1 | -8 | -7 | 2.8
Cc1ccccc1NC(=O)COc1coc(CN2CCN(c3ccccc3)CC2)cc1=O | -5 | 30 | 0.0
O=C(Cn1cnc2c(NCc3ccccc3)ncnc21)NCc1nc2ccccc2[nH]1 | -6 | -10 | -3.8
CCCCn1c(N)c(N(CCC(C)C)C(=O)C2CC(=O)N(c3ccc(OC)cc3OC)C2)c(=O)[nH]c1=O (centres undefined) | -4 | -6 | 0.7
COc1ccc(OC)c(C=NNC(=O)c2ccccc2NS(=O)(=O)c2cccs2)c1 | -1 | 22 | 0.2
Fc1cccc(CCN2CCNC[C@@H]2CC2CCCCC2)c1 | -9 | -5 | 1.0
C[C@H]1CN([C@@H](C)CO)C(=O)CCCn2nncc2CO[C@@H]1CN(C)Cc1ccc(Oc2ccccc2)cc1 | -6 | -8 | 0.4
Brc1ccc(CN2CC[C@H]3C=CCc4cccc(c43)C2)cc1 | -2 | -8 | 2.0
CC1Nc2ncnc(N3CCOCC3)c2N(Cc2ccc(Cl)cc2)C1=O (centres undefined) | -2 | -3 | 0.7
Cc1cc(N)ncc1[N+](=O)[O-] | -4 | 7 | 0.1
CC1CN(C(=O)c2cccc(S(=O)(=O)N3CCN(c4ccccc4)CC3)c2)CC(C)O1 (centres undefined) | -5 | -13 | -0.7
O=C(COC(=O)c1ccc(F)c(S(=O)(=O)N2CCOCC2)c1)NCc1ccc(Cl)cc1 | -7 | 9 | 2.4
Cc1ccc(S(=O)(=O)N(C)c2ccc(C(=O)NCC(c3ccco3)N3CCCC3)cc2)cc1 (centres undefined) | -8 | 9 | -0.1
CCC(C)c1ccccc1NC(=O)C(C)OC(=O)CN1C(=O)NC(C)(C)C1=O (centres undefined) | -1 | 4 | -0.8
O=C(c1cccc(S(=O)(=O)Nc2ccccc2Cl)c1)N1CCCCCC1 | -4 | 10 | -1.2
CCOC(=O)/C=C1/SCC(=O)N1CC(=O)Nc1cccc(F)c1 | -5 | -1 | 0.9
CCOC(=O)C1CCN(C(=O)COC(=O)c2cc(-c3cccs3)nn2-c2ccccc2)CC1 | -1 | -34 | 0.0
CCN(CC(=O)Nc1cccc(S(=O)(=O)N(C)c2ccccc2)c1)Cc1ccccc1 | -2 | 8 | 3.6
COc1ccc(/C=C/C(=O)OCC(=O)Nc2ncc(Cl)cc2Cl)cc1 | -5 | -7 | -5.1
Cc1ccc(N(C)S(=O)(=O)c2cccc(C(=O)OCC(=O)c3c(N)n(C)c(=O)n(C)c3=O)c2)cc1 | -1 | -25 | 8.5
O=C(COC(=O)/C=C/c1ccc(OC(F)F)cc1)Nc1cccc(S(=O)(=O)N2CCCC2)c1 | -3 | 15 | 0.5
CCOc1ccc2oc(C(=O)OCC(=O)N(CC(C)C)c3c(N)n(Cc4ccccc4)c(=O)[nH]c3=O)c(C)c2c1 | -5 | -34 | 5.1
COc1ccccc1C(=O)NC(=O)COC(=O)c1cc[n+]([O-])cc1 | -3 | -13 | 2.2
CCc1cc(C(=O)N2CCN(S(=O)(=O)c3cc(C)ccc3C)CC2)sc1C | -2 | 11 | -0.2
O=C(COC(=O)c1ccc(CO)cc1)c1ccc(S(=O)(=O)N2CCCCC2)cc1 | -5 | 8 | -1.1
O=C(NCCS(=O)(=O)N1CCN(C(=O)c2ccco2)CC1)c1ccccc1 | -7 | 3 | -0.1
O=C(O)c1cccc2c1C(=O)N(c1ccc3c(c1)Cc1ccccc1-3)C2=O | -4 | -2 | -1.1
CCS(=O)(=O)Nc1ccc(C2=NN(C(=O)c3ccco3)C(c3ccco3)C2)cc1 (centres undefined) | -3 | 2 | -3.5

A second format for 11 compounds above:
Values run as follows: GalR3 antagonist, CRFR2-BP antag, CRFR2-BP ag
CCOC(=O)C1CCN(C(=O)COC(=O)c2cc(-c3cccs3)nn2-c2ccccc2)CC1
→ -1, -34, 0.0
CCN(CC(=O)Nc1cccc(S(=O)(=O)N(C)c2ccccc2)c1)Cc1ccccc1
→ -2, 8, 3.6
COc1ccc(/C=C/C(=O)OCC(=O)Nc2ncc(Cl)cc2Cl)cc1
→ -5, -7, -5.1
Cc1ccc(N(C)S(=O)(=O)c2cccc(C(=O)OCC(=O)c3c(N)n(C)c(=O)n(C)c3=O)c2)cc1
→ -1, -25, 8.5
O=C(COC(=O)/C=C/c1ccc(OC(F)F)cc1)Nc1cccc(S(=O)(=O)N2CCCC2)c1
→ -3, 15, 0.5
CCOc1ccc2oc(C(=O)OCC(=O)N(CC(C)C)c3c(N)n(Cc4ccccc4)c(=O)[nH]c3=O)c(C)c2c1
→ -5, -34, 5.1
COc1ccccc1C(=O)NC(=O)COC(=O)c1cc[n+]([O-])cc1
→ -3, -13, 2.2
CCc1cc(C(=O)N2CCN(S(=O)(=O)c3cc(C)ccc3C)CC2)sc1C
→ -2, 11, -0.2
O=C(COC(=O)c1ccc(CO)cc1)c1ccc(S(=O)(=O)N2CCCCC2)cc1
→ -5, 8, -1.1
O=C(NCCS(=O)(=O)N1CCN(C(=O)c2ccco2)CC1)c1ccccc1
→ -7, 3, -0.1
O=C(O)c1cccc2c1C(=O)N(c1ccc3c(c1)Cc1ccccc1-3)C2=O
→ -4, -2, -1.1

Carrying on:
Compound | GalR3 antagonist | CRFR2-BP antag | CRFR2-BP ag
CCOc1ccccc1C(=O)NCC(=O)NC(C)c1ccc(-n2ccnc2)cc1 (centres undefined) | -3 | 5 | -0.1
CC(C)(C)OC(=O)NCCCC[C@H](NC(=O)c1[nH]cnc1C(=O)N[C@@H](Cc1ccccc1)C(=O)OCc1ccccc1)C(=O)OC(C)(C)C | -2 | 3 | 2.9
COc1ccc(S(=O)(=O)N2CCN(CC(=O)Nc3cc(Cl)ccc3Cl)CC2)cc1 | 2 | 13 | 3.6
COc1ccc(CN(C)CCCn2cnc3c(OC)ncnc32)cc1OC | -5 | -3 | 0.1
Cc1ccc2nc(SCC(=O)Nc3cccnc3Cl)[nH]c2c1 | 3 | -4 | 0.3
COc1cccc(N2CCN(c3ccc(S(=O)(=O)N4CCN(C)CC4)cc3[N+](=O)[O-])CC2)c1 | -3 | 5 | 2.0
O=C(COc1ccccc1)OCC(=O)c1ccc(S(=O)(=O)N2CCCCC2)cc1 | -5 | 0 | 0.8
COc1ccc(NS(=O)(=O)c2cccc(C(=O)NNC(=O)COc3ccccc3)c2)cc1 | -2 | 3 | -0.8
COc1ccc(S(=O)(=O)N2CCOCC2)cc1NC(=O)CCNC(=O)c1ccc([N+](=O)[O-])cc1 | -3 | 18 | -1.0
COCC(=O)N(C)[C@H]1C[C@H]2c3cc(-c4ccccc4)ccc3CCN2C(=O)[C@H]1[C@H](C)O | -5 | -9 | -0.5
COc1ccccc1NC(=O)C(C)OC(=O)CN1C(=O)C2CC=CCC2C1=O (centres undefined) | 1 | -10 | 0.1
COc1ccc(S(=O)(=O)N2CCN(CCOc3ccccc3Cl)CC2)cc1OC | -11 | -7 | 0.8
Cc1csc(NC(=O)CSC2=NS(=O)(=O)c3cc(F)ccc3N2)n1 | -3 | 14 | -0.3
Cc1cc(=O)n(C(C)Cc2ccccc2)n1C(C)Cc1ccccc1 (centres undefined) | -7 | 6 | -1.6
COc1ccccc1C(=O)Nc1ccc(OCC(=O)N2CCCCC2)cc1 | -5 | -5 | 0.1
O=C(CCCN1C(=O)/C(=C\c2cccs2)SC1=S)Nc1ccccc1O | -3 | 1 | 0.9
Cc1cccc(C(=O)N[C@H](C(=O)NCc2cccs2)C(C)C)c1 | -3 | 28 | -2.9
CCOc1ccc(NC(=O)CN(C)C(=O)CSCc2cccc(C)c2)cc1OCC | 2 | 17 | -1.3
COc1ccc(CCC(=O)Nc2cccc(S(=O)(=O)N3CCCCCC3)c2)cc1OC | -3 | -1 | -0.3
COCCCn1c(C(=O)Nc2ccc3c(c2)OCO3)cc2c(=O)n3cccc(C)c3nc21 | -7 | -2 | -0.8
Nc1ccccc1-c1ccn[nH]1 | 2 | -8 | 1.1
CCOC(=O)c1c(C)[nH]c(C(=O)COC(=O)c2ccco2)c1C | -3 | 6 | 0.3
CC(O)CC(C)O (centres undefined) | -1 | 3 | -0.6
CC(OC(=O)Cc1c[nH]c2ccccc12)C(=O)NC1CCCCC1C (centres undefined) | -3 | -3 | -1.0
COc1ccc(C(=O)OCC(=O)N2CCN(C(=O)c3ccco3)CC2)cc1OC | 0 | -8 | 1.4
COC(=O)[C@@]12CCCCN1[C@H](c1ccc(SC3CCCCC3)cc1)[C@H]1C(=O)N(C)C(=O)[C@H]12 | 4 | 2 | 0.4
O=C(O)c1cc2c(cc1NC(=O)C1CCCC1)OCCO2 | -3 | 3 | 0.5
O=C(OCc1cn([C@@H]2CN(C(=O)C3CCCCC3)[C@@H](c3ccccc3)C[C@H]2O)nn1)c1ccccc1 | -6 | -4 | 0.3
Cc1c(-c2ccccc2)cnc2c(C)cccc12 | -5 | -23 | 1.4
COc1ccc(NC(=O)CN(C)C(=O)c2cccc(S(=O)(=O)N3CCN(c4ccc(F)cc4)CC3)c2)cc1 | -10 | 79* | -0.5
CC(Sc1nnc(C(C)Oc2ccc(F)cc2)o1)C(=O)NCc1ccc2c(c1)OCO2 (centres undefined) | -5 | 2 | -1.8
COC(=O)C1C=CC(OC2OC(COC(C)=O)C(OC(C)=O)C(OC(C)=O)C2OC(C)=O)n2c(=O)n(-c3ccccc3)c(=O)n21 (centres undefined) | -4 | 10 | -5.2

These rows are one share of the data, so the mix of outcomes need not match the whole.
